Dynein transport – dynein cargo transport inhibition; 3617.4 mouse cells, GR-EGFP nuclear translocation imaging; test concentration mostly 20 µM; stimulated with dexamethasone, 1 µM; stronger effect = lower value; z-score, hits read low; 0.47% of 220,000 active;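 active = plate z-score of nuclear minus cytoplasmic receptor signal below a set negative limit, without overly bright fluorescence or cell loss, cut at about -3.5 in these data, passing the limit was not always enough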;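 note: z-score of nuclear minus cytoplasmic ring GR-EGFP intensity difference per well; some compounds called inactive have numbers as strong as hits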
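Buffer or medium – tet-free medium with charcoal-stripped serum · Signal – automated 10x imaging of fixed Hoechst-stained cells · Also added – dexamethasone agonist, 1.0 µM final, for 30 min · Incubation – induction 48 h, compound 1 h, agonist 30 min · Read-out – GR-EGFP nuclear translocation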
P. falciparum M17LAP – P. falciparum M17LAP inhibitors, primary screen, biochemical, fluorogenic H-Leu-NHMec substrate, 1536-well (AID 1619). recombinant M17LAP, H-Leu-NHMec fluorogenic kinetic assay; higher % means a stronger effect. inhibition, % at 30 µM, or IC50 in µM where a hit was titrated. 0.38% of 220,000 active;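 active = compound inhibiting the enzyme by more than half at any dose during confirmatory dose-response retesting; inconclusive = strong single-dose inhibitors picked by rank but not retested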;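 note: plate controls were full reaction with DMSO carrier for no effect and no enzyme background for full effect; strong numbers were not always called active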
Ins promoter up – MIN6 insulin promoter up-regulation; MIN6 insulin promoter-GFP reporter, high-content imaging; stronger effect = higher value; z-score at 5 µM; 0.3% of 190,000 active; AID 1625;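 active = z-score above 3 at 5 µM with at least 500 cells counted in the well; inconclusive = wells under 500 cells, flagged as cytotoxic or low count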
Hep lipid drop – hepatic lipid droplet formation modulation. AID 1656. AML12 mouse hepatocytes, oleate lipid droplets, BODIPY imaging. 0.4% of 240,000 active. inhibition, % at 6.5 µM;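 active = lipid droplet intensity inhibited by at least 50%, with more than 500 cells counted; inconclusive = wells with under 300 cells, treated as cytotoxic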
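Test system: AML12 hepatocytes (mouse); reagent: oleate loading, 100 µM; dosing: one dose, 6.5 µM compound; incubation: overnight exposure; signal: fluorescence imaging, 20x objective, two fields per well; read-out basis: % inhibition of corrected integrated BODIPY droplet signal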
CSM14.1 death rescue – rescue of cells from ER stress-induced death, primary screen, 384-well, CSM14.1, thapsigargin, ATP luminescence (AID 1222) | cellular ATP content (survival), % at 20 µM; hits with a dose series show EC50 in µM | CSM14.1 thapsigargin-induced death rescue, ATP luminescence; higher % means a stronger effect | 190,000 tested, under 10 active;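 active = EC50 below 50 µM in the dose-response confirmation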;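 note: death triggered by thapsigargin at about 15 µM added after 2 h compound pretreatment; cell ATP read after overnight thapsigargin exposure of roughly 18 to 22 hours; normalized against plate controls of thapsigargin alone and 5% DMSO vehicle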
MT stabilizer – microtubule stabilization, imaging screen; HeLa tubulin immunostaining HCS, 24 h; share of cells brighter than vehicle mean+2SD; % tubulin-high responders, % at 10 µM; 0.83% of 200,000 active; AID 2205;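 active = plate Z-score above 3 for both tubulin-high and condensed-nucleus cell shares, with cell loss under 80%, at 10 µM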;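 note: anti alpha tubulin signal scored within the nucleus-defined area of each cell; some results filed as inactive read as strong as hits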
Yfh1-off respiration – mitochondrial function rescue without frataxin homolog – Friedreich's ataxia, plus single-dose screen, dose response (AID 1465); fold induction at 50 µM, or EC50 in µM where a hit was titrated; 0.074% of 220,000 active; S. cerevisiae Yfh1-off respiration, WST-1 reduction, 72 h; higher fold induction means a stronger effect;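 active = fold induction of absorbance versus untreated yeast above a set limit, then at least 30% activation at any dose in follow-up; inconclusive = repeats straddling the limit, or above it without dose testing; inactive = fold induction below the set limit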;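 note: activators that raise dye reduction in frataxin-depleted yeast; strong numbers were not always called active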
P. falciparum M1AAP – malaria alanyl aminopeptidase activity blockers – biochemical, fluorogenic H-Leu-NHMec substrate, 1536-well (AID 1445) | 0.42% of 220,000 active | one-dose inhibition, % at 30 µM; IC50 in µM for titrated hits | recombinant M1AAP, H-Leu-NHMec fluorogenic kinetic assay; higher % means a stronger effect;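 active = primary inhibition above the hit cutoff, then over 50% inhibition at one or more dose response concentrations, cut at about 23% in these data, passing the limit was not always enough; inconclusive = conflicting primary data, or primary hits not chosen for dose response; inactive = low primary inhibition, or under 50% at every dose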;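 note: plate controls were DMSO full reaction for no effect and no enzyme background for full effect; strong numbers were not always called active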
Autophagy HCS – autophagy modulation, high-content screen. MEF GFP-LC3 puncta imaging; test concentration mostly 10 µM. calls only at 10 µM (by protocol). 0.98% of 190,000 active. AID 463193;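 active = percentage of spot-positive cells more than 3 SD above its plate mean, without a fluorescence outlier flag or 80% toxicity; inconclusive = no clear call, values can overlap the other calls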;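 note: spot-positive cell cutoff set from DMSO-treated cells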
Dynein transport cytoplasmic EGFP – second read-out of Dynein transport, no call of its own (marks repeat the call); z-score; measured here: cytoplasmic GR-EGFP intensity; stronger effect = higher value
Dynein transport nuclear GR-EGFP – further read-out of Dynein transport, marked with its call; z-score; measured here: nuclear GR-EGFP intensity;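 lower value marks the stronger effect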
Dynein transport cell count – also measured in Dynein transport; calls as there; z-score; measured here: cell count per field
Ins promoter up cell count – recorded beside Ins promoter up, whose call it bears; cell count; measured here: cytotoxicity, nuclei count;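 total cells summed across four imaged fields per well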
Hep lipid drop cells 6.5 µM – further read-out of Hep lipid drop, marked with its call; cell count; measured here: cell count, cytotoxicity flag;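 cells counted across two imaged fields per well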
MT stabilizer Hoechst-high % – recorded beside MT stabilizer, whose call it bears; % Hoechst-high responders; measured here: nuclear condensation Hoechst responders;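 share of cells brighter than vehicle mean plus two SD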
MT stabilizer cytotoxicity % – further read-out of MT stabilizer, marked with its call; toxicity, %; measured here: cytotoxicity by cell density;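 0% = mean cell density of plate MIN control wells and 100% = no cells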
Autophagy HCS cell loss 18 h – also measured in Autophagy HCS; calls as there; toxicity, %; measured here: cell loss, nuclei count;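 cell loss after 18 h compound exposure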
The depositor's hits bear a star; i = inactive; ? = inconclusive; nt = no result given. Only part of the results is shown, so the mix of outcomes need not match the whole.

SMILES	Dynein transport	Dynein transport cytoplasmic EGFP	Dynein transport nuclear GR-EGFP	Dynein transport cell count	P. falciparum M17LAP	Ins promoter up	Ins promoter up cell count	Hep lipid drop	Hep lipid drop cells 6.5 µM	CSM14.1 death rescue	MT stabilizer	MT stabilizer Hoechst-high %	MT stabilizer cytotoxicity %	Yfh1-off respiration	P. falciparum M1AAP	Autophagy HCS	Autophagy HCS cell loss 18 h
O=C(O)[C@@H]1C[C@H]1[C@@H](NP(=O)(c1ccccc1)c1ccccc1)c1ccccc1	1.6	-0.12	1	-1.6	4%	0.13	1250	9	749	-4.9%	2.0	1.1	2.3	i	-3%	i	-69
CN(Cc1ccccc1)C(=C(Cl)Cl)/C(=C1/NCCN1Cc1ccc(Cl)nc1)[N+](=O)[O-]	0.053	-0.5	-0.025	0.059	9%	0.39	963	2	799	-0.9%	1.1	1.2	17	i	7%	i	-4
COc1cc(OC)c2c(c1)OCC1CON(C)C21 (stereo not drawn)	-0.56	-0.25	-0.43	0.24	-6%	0.42	1224	4	663	0.7%	2.2	1.4	3.4	i	-3%	i	11
O=c1[nH]c(=O)n(Cc2ccco2)c(O)c1C=NC1CCN(Cc2ccccc2)CC1	0.55	-0.23	0.74	0.093	-1%	0.46	948	25	668	nt	nt	nt	nt	i	1%	nt	nt
c1csc(CN2CCNCC2)c1	-0.52	-0.097	-0.38	-0.41	-9%	0.59	1353	16	680	-1.1%	1.2	1.3	8.6	i	2%	i	2
Cc1ccc2cc3cc(C(=O)N4CCC5(CC4)OCCO5)oc3nc2c1	-1	-0.31	-0.31	0.25	0%	nt	nt	nt	nt	-1.3%	5.4	3.2	4.9	i	18%	i	-4
CC(C)(O)[C@H]1O[C@H]2CC[C@@]3(C)[C@@](O)(CC[C@H]4Cc5c([nH]c6ccccc56)[C@@]43C)C2=CC1=O	-0.55	-0.26	-0.13	-0.23	11%	-1.8	1066	2	674	0.5%	4.3	3.3	9.9	i	2%	i	7
Cc1ccccc1CCNCc1ccc(Br)cc1	-0.27	-0.29	-0.34	0.75	10%	-0.09	1427	1	656	-1.5%	5.4	1.6	4.9	i	-1%	i	-10
CCCCn1c(N)c(C(=O)NCCN2CCOCC2)c2nc3ccccc3nc21	-0.85	-0.18	-0.41	0.44	-143%	-1.7	1282	nt	nt	-1.5%	2.2	1.5	4.1	i	11%	i	1
COc1ccc(C(=O)C2CCCN(Cc3cnc(C)s3)C2)cc1OC (stereo not drawn)	-0.28	-0.25	0.01	-0.51	-6%	0.42	1372	-2	662	-0.8%	2.5	1.8	3.5	i	-2%	i	4
O=C1NC(=O)N(CC2CCCO2)C(=O)/C1=C/c1cccs1 (stereo not drawn)	-1.2	-0.25	-0.24	1.7	28%	0.41	1123	-21	662	nt	nt	nt	nt	i	0%	nt	nt
CCCC(CCC)C(=O)OC[N+](C)(C)CCOC(=O)C(O)(c1ccccc1)C1CCCC1 (stereo not drawn)	3	-0.16	1.6	-1.8	0%	0.56	1604	6	548	-2.3%	1.6	1.5	1.5	i	-2%	i	1
CC(C)CN1CCN(Cc2ccc(C(F)(F)F)cc2)CC1CCO (stereo not drawn)	0.4	-0.24	0.35	0.2	-2%	-0.12	1227	6	733	nt	nt	nt	nt	i	0%	nt	nt
CCOC(=O)[C@]1(C#N)[C@@H]2C=CC(C(C)=O)=CN2[C@@H](C(N)=O)[C@@H]1c1ccsc1	-0.18	-0.23	-0.16	0.4	2%	0.47	904	-3	661	nt	3.1	2.0	0.0	i	5%	i	-2
CN1CCC(O)(c2ccccc2)C(C(=O)c2ccccc2)C1 (stereo not drawn)	-1.1	-0.18	-0.21	0.36	-10%	0.2	1101	nt	nt	i	2.3	2.1	7.6	i	5%	i	-11
CCOc1cc(CNC(C)C(O)c2ccccc2)cc(Cl)c1OCC (stereo not drawn)	0.15	0.037	-0.22	0.16	7%	-0.16	1129	-53	684	-1.3%	8.1	1.2	8.4	i	3%	i	10
O=C(Cn1cnc2sc3c(c2c1=O)CCCC3)NCCCC(=O)N1CCC2(CC1)OCCO2	-0.41	-0.25	-0.085	0.5	10%	nt	nt	2	788	-2.2%	1.6	1.5	5.8	i	6%	i	-4
C=CCn1c(O)c(C(C)=NCCN2CCCCC2)c(=O)[nH]c1=O	0.97	-0.19	0.64	-0.14	2%	0.62	920	nt	nt	-0.1%	1.6	1.2	7.0	i	9%	i	-1
COC(=O)[C@@]1(C#N)[C@@H]2C=CC(C(C)=O)=CN2[C@@H](C(N)=O)[C@@H]1c1ccc(F)cc1	-0.99	-0.18	-0.86	0.34	7%	-0.11	1371	2	691	nt	nt	nt	nt	i	5%	nt	nt
Cn1nc(N)c2c1N=P(N1CCOCC1)(N1CCOCC1)N=C2c1ccccc1	-0.84	-0.21	-0.5	0.49	8%	-0.46	1067	nt	nt	-0.3%	2.0	2.1	5.8	i	0%	i	24
CCN1CCN(c2cn[nH]c(=O)c2Cl)CC1	0.14	-0.38	-0.45	1	-7%	-0.29	1407	2	676	0.1%	1.9	0.7	2.3	i	-1%	i	-16
Cc1ccccc1C(O)(Cc1ccccc1)C1CN2CCC1CC2 (stereo not drawn)	3.4	0.2	1.1	-1.2	5%	nt	nt	17	705	-0.3%	1.8	2.2	20	i	9%	i	-5
CCC(=O)CC(c1ccc([N+](=O)[O-])cc1)c1c(O)c2ccccc2oc1=O (stereo not drawn)	-0.45	1.6	0.87	0.36	25%	0.87	1412	nt	nt	-1.7%	4.0	1.8	2.0	i	2%	i	-24
C[n+]1ccc(-c2ccncc2)cc1	-0.92	-0.17	-0.24	0.19	-2%	nt	nt	nt	nt	-1.7%	5.7	3.0	8.9	i	33%	i	14
Cc1noc(C)c1C(=O)N1CCC2(CC1)OCCO2	0.28	0.022	0.38	-0.17	3%	-0.01	1304	-27	627	-1.6%	2.6	2.2	10	i	-3%	i	0

More compounds follow.
SMILES	Dynein transport	Dynein transport cytoplasmic EGFP	Dynein transport nuclear GR-EGFP	Dynein transport cell count	P. falciparum M17LAP	Ins promoter up	Ins promoter up cell count	Hep lipid drop	Hep lipid drop cells 6.5 µM	CSM14.1 death rescue	MT stabilizer	MT stabilizer Hoechst-high %	MT stabilizer cytotoxicity %	Yfh1-off respiration	P. falciparum M1AAP	Autophagy HCS	Autophagy HCS cell loss 18 h
Cc1[nH]n(-c2ccccc2)c(=O)c1C(c1ccc([N+](=O)[O-])cc1)c1c(C)[nH]n(-c2ccccc2)c1=O	-0.75	-0.16	-0.067	-0.4	15%	1.1	1557	-1	630	-3.3%	6.2	2.7	4.6	i	12%	i	-5
CC(C)(C)N1Cc2ccccc2C1=N	-0.61	0.068	-0.3	1.6	-2%	-0.03	897	9	815	-2.0%	3.9	2.1	7.8	i	-4%	i	-6
Cc1ccc2nc3c(cc2c1)CC1(C(=O)N(C)C(=O)N(C)C1=O)C1CCCCN31 (stereo not drawn)	0.61	-0.15	0.72	-1.2	9%	-0.12	752	-2	763	-3.5%	4.9	2.9	8.2	i	-3%	i	-14
CCn1nc(-c2ccccc2)nc2c(=O)n(C)c(=O)nc1-2	-2.2	0.16	-1.3	0.66	-13%	?	nt	-23	721	-3.1%	2.7	2.0	6.8	i	14%	i	21
CCC1(CC)C(=N)N(C)C(=O)NC1=O	-0.31	-0.33	-0.26	0.33	-2%	0.07	1427	-7	716	-1.4%	3.1	2.0	1.6	i	2%	i	3
CCOP(=O)(OCC)c1cccc(OP(=O)(c2cccc([N+](=O)[O-])c2)c2cccc([N+](=O)[O-])c2)c1	0.26	-0.18	0.069	0.58	-2%	-0.09	1214	12	736	nt	nt	nt	nt	i	2%	nt	nt
COc1ccccc1CC1/C(=N/O)C2CCN1CC2 (stereo not drawn)	2.5	-0.17	1.1	-1.3	-2%	0.59	1007	nt	nt	-1.6%	2.5	1.9	2.4	i	5%	i	6
Cc1c(N=Cc2c(O)n(CCc3ccccc3)c(=O)[nH]c2=O)c(=O)n(-c2ccccc2)n1C	-0.00049	-0.091	-0.032	-0.29	13%	0.27	1265	-22	694	nt	2.6	1.2	4.6	i	9%	i	2
C=CC[N+]1(C)C2CCC1CC(O)C2 (stereo not drawn)	0.05	-0.26	0.059	0.37	-3%	0.09	1300	10	675	3.0%	6.2	1.3	6.1	i	14%	i	-17
CCC(=O)c1ccc(OC(=O)N(C)c2ccccc2)cc1	0.071	-0.35	0.079	0.1	-4%	0.53	1437	-2	701	0.7%	13	1.0	7.9	i	-5%	i	11
C=CCN1C(=O)C2(C(C(=O)OCC)=C(N)Oc3c2c(=O)oc2ccccc32)c2ccccc21 (stereo not drawn)	0.83	-0.2	0.47	-0.086	-17%	1.3	1641	-17	640	-1.8%	2.5	2.4	1.9	i	10%	i	-1

Source: PubChem (several laboratories)
